MsrA inhibitor: inhibits bovine methionine sulfoxide reductase A | purified bovine MsrA, absorbance read-out | 360,000 tested, 0.75% active | inhibition, % at 15.5 µM; in the data active means inhibition above about 4.5%;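 further: 0% = vehicle wells with enzyme and 100% = reference inhibitor wells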
CSN inh: CSN deneddylation inhibition; AID 651999; Purified CSN, SCF-Nedd8-OG deneddylation, fluorescence polarization; 360,000 tested, 0.38% active; Q92905; inhibition, % at 12.5 µM;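 active means pattern-corrected inhibition above about 35%, with an unprinted fluorescence ratio check between 0.5 and 1.5, limit read from the data, passing the limit was not always enough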;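 further: 0% = enzyme with substrate and 100% = substrate without enzyme; some results filed as inactive read as strong as hits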
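assay system = purified human Csn5 enzyme expressed in HEK293T cells | amount = 0.24 nM enzyme | buffer or medium = Tris/NaCl/DTT buffer, pH 7.5 | reagent = 10 nM SCFSkp2-Nedd8OG | compound = one concentration, 12.5 µM, 0.25% DMSO | times = 90 min reaction at room temperature | signal = FP | read-out basis = % inhibition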
SUMO1 PPI mod: modulators of human SUMO1-mediated protein-protein interactions; SUMO1 binding to a labelled peptide, TR-FRET, 1 h; inhibition, % at 20 µM; 360,000 tested, 0.33% active; in the data active means inhibition above about 37%
NadD inh: NadD (S. aureus) enzyme inhibition | 360,000 tested, 0.78% active | purified NadD enzyme, colorimetric absorbance read-out | inhibition, % at 20 µM | AID 602399; in the data active means inhibition above about 26%; further: some compounds past the cut are filed as inactive
Scp1 inh: inhibitors of human Scp-1 phosphatase | Q9GZU7 | Recombinant Scp1, phosphopeptide, malachite green phosphate absorbance | inhibition, % at 20 µM | 340,000 tested, 0.88% active | AID 493091;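 active means inhibition above about 50% at 20 µM, limit read from the data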;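 further: plate controls were DMSO wells with enzyme for no effect and wells lacking enzyme for full effect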
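Material: truncated SCP-1 phosphatase (76-261aa) / Buffer or medium: 50 mM Tris acetate pH 5.5, 0.005% Tween-20, 10 mM MgCl2 / Compound dosing: one concentration, 20 µM, with 1.0% DMSO / Incubation: 45 min room-temperature reaction, 5 min colour, 30 min stabiliser / Detection: colorimetric free-phosphate detection, absorbance 630 nm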
Tb MetRS inh: blocks T. brucei methionyl-tRNA synthetase activity. inhibition, % at 11.9 µM. 360,000 tested, 0.4% active. purified T. brucei MetRS, ATP depletion, Kinase-Glo luminescence;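 active means inhibition above a per-plate cutoff of the control wells' mean inhibition plus 3 SD, cut at about 5.5% in these data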;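 further: 0% = DMSO wells median and 100% = median of wells with control inhibitor compound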
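Measured by: Kinase-Glo luciferase luminescence reporting remaining unconsumed ATP. Material: purified T. brucei MetRS enzyme. Doses: 11.9 µM compound single dose, 0.9% DMSO. Medium: HEPES buffer containing pyrophosphatase, BSA, spermine, DTT. Times: 15 min preincubation, 2 h reaction, all 25 °C. Reagent: methionine, ATP and bulk E. coli tRNA.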
STEP block: inhibitors of human striatal-enriched phosphatase STEP. 360,000 tested, 0.25% active. recombinant STEP, OMFP fluorogenic substrate, fluorescence. AID 588621. P54829. inhibition, % at 20 µM;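 active means inhibition at 20 µM, scaled per plate between control wells, above about 37%, limit read from the data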;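 further: 0% = DMSO with enzyme and substrate and 100% = substrate only without enzyme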
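Assay system: isolated STEP enzyme / Timing: 20 min at room temperature, dark / Doses: 20 µM, 1% DMSO / Technique: fluorescence intensity, excitation 480 nm, emission 540 nm / Reagent: fluorogenic phosphatase substrate OMFP at 25 µM final / Measure: percent inhibition scaled to no-enzyme and uninhibited-enzyme controls, plate-pattern corrected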
Rpn11 inh: blocks the human proteasome subunit Rpn11 | O00487 | human 26S proteasome, Ub4-pepOG fluorescence polarization; 20S core pre-blocked with epoxomicin | calls only at 20 µM | 360,000 tested, 0.59% active | AID 588493;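 active means inhibition at 20 µM, scaled to each plate's controls, above about 33%, limit read from the data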
DNMT1 inh: inhibitors of human DNMT1; P26358; DNMT1 molecular beacon, Hinp1I cleavage, fluorescence; inhibition (reported as % activation of signal), % at 10 µM; 360,000 tested, 0.83% active; in the data active means inhibition above about 50%
LMPTP block: blocks human LMPTP phosphatase; recombinant LMPTP-A, OMFP fluorogenic substrate, fluorescence intensity; 360,000 tested, 0.22% active; inhibition, % at 20 µM; P24666;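 active means compounds that cut the enzyme signal by at least half of the control window in the single-dose screen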;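 further: plate controls were DMSO wells with enzyme plus substrate for no effect and substrate without enzyme for full effect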
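Assay system: LMPTP-A phosphatase enzyme | Input: 0.625 nM enzyme | Also added: Fluorogenic phosphatase substrate OMFP at 400 µM final | Compound dosing: One test concentration per compound, 20 µM, with 3% DMSO overall | Schedule: 50 min enzyme reaction at room temperature, protected from light | Signal: Fluorescence intensity | Benchmarks: no-enzyme and uninhibited controls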
* hit, by the source's call; i = inactive; nt = not tested or not shown.

Codes: A = MsrA inhibitor; B = CSN inh; C = SUMO1 PPI mod; D = NadD inh; E = Scp1 inh; F = Tb MetRS inh; G = STEP block; H = Rpn11 inh; I = DNMT1 inh; J = LMPTP block
> CCOc1ccc2nc(S(N)(=O)=O)sc2c1
  A: -0.7 | B: 0.0 | C: 0.1 | D: 2.0 | E: -14.5 | F: -1.0 | G: -0.9 | H: i | I: 3.6 | J: -1.4
> Cc1c(O)c2c3c(cccc3c1O)C(=O)N(c1ccccc1)C2=O
  A: 0.7 | B: 10.3 | C: -22.7 | D: -2.4 | E: -10.3 | F: 0.5 | G: 1.7 | H: i | I: 0.7 | J: -1.2
> CN(C(=O)Nc1cnccc1C(F)(F)F)C1CCCCC1
  A: 1.2 | B: 102.4 | C: 1.3 | D: -2.2 | E: -6.2 | F: -0.7 | G: 4.1 | H: i | I: -5.7 | J: -0.7
> CC(=O)N(C)c1ccc(NS(=O)(=O)Cc2ccccc2)cc1
  A: -0.3 | B: -1.0 | C: -1.2 | D: 1.2 | E: -11.8 | F: -0.1 | G: -0.9 | H: i | I: -7.1 | J: 0.2
> O=C(Nc1ccon1)c1cc2ccccc2oc1=O
  A: 0.0 | B: 8.4 | C: -20.9 | D: -1.4 | E: 46.1 | F: 0.1 | G: 4.6 | H: i | I: 2.2 | J: -0.3
> Nc1ccc2ccccc2c1N=Nc1ccccc1
  A: 0.1 | B: -2.1 | C: -62.3 | D: -5.4 | E: -13.2 | F: 0.2 | G: 9.2 | H: i | I: -21.4 | J: 4.1
> CCCc1cc(=O)oc2cc(C)cc(OC(C)C(=O)NCc3ccccn3)c12 (configuration not stated)
  A: 0.8 | B: -0.9 | C: -0.7 | D: -1.1 | E: -9.1 | F: -0.4 | G: -4.1 | H: i | I: 1.5 | J: -0.4
> CCc1nc2c(OCc3ccc4c(c3)OCO4)cccn2c1N(C=O)Cc1ccccc1
  A: -0.6 | B: -1.4 | C: 4.2 | D: 6.3 | E: nt | F: -0.2 | G: 2.5 | H: i | I: -5.0 | J: 1.6
> O=C1N=NC2=C1c1c3ccccc3c(O)n1CC2
  A: 2.4 | B: 1.8 | C: -37.4 | D: -3.5 | E: -6.0 | F: -0.7 | G: 0.2 | H: i | I: -12.5 | J: -1.7
> CCc1nnc(NC(=O)CSc2nnc(Cc3cccn3C)n2C)s1
  A: 1.1 | B: -1.5 | C: 0.6 | D: 3.9 | E: -12.0 | F: -0.1 | G: -0.2 | H: i | I: 1.1 | J: -1.2
> Cc1nc(-c2ccccc2O)n(-c2ccccc2)n1
  A: 0.2 | B: -8.7 | C: -0.7 | D: -1.8 | E: -12.2 | F: -0.4 | G: 1.7 | H: i | I: -5.5 | J: -0.9
> OCCCNc1c2ccccc2nc2ccccc12
  A: 1.1 | B: 1.7 | C: -31.2 | D: -0.9 | E: -4.4 | F: -0.7 | G: -0.8 | H: i | I: 66.8* | J: 26.5
> Cc1ccnc(NC(=O)c2ccc(Cl)c(NC(=O)c3ccccc3C)c2)c1
  A: nt | B: -0.4 | C: 0.9 | D: -0.8 | E: -6.2 | F: -0.8 | G: -1.1 | H: i | I: 2.3 | J: -0.2
> CCOC(=O)c1cnc2ccc(OCC)cc2c1NCCN1CCOCC1
  A: 2.3 | B: -29.7 | C: -9.2 | D: -0.4 | E: -8.0 | F: -0.1 | G: -0.3 | H: i | I: -2.0 | J: 1.7
> CCCCNC(=O)COC(=O)c1ccc(NC(C)=O)cc1
  A: -0.3 | B: -12.9 | C: -2.2 | D: -1.0 | E: -5.3 | F: -0.3 | G: -1.8 | H: i | I: 0.2 | J: -1.3

(list continues)
Codes: A = MsrA inhibitor; B = CSN inh; C = SUMO1 PPI mod; D = NadD inh; E = Scp1 inh; F = Tb MetRS inh; G = STEP block; H = Rpn11 inh; I = DNMT1 inh; J = LMPTP block
> CN1/C(=C\C(=O)CN2C(=O)NC3(CCCCCC3)C2=O)C(C)(C)c2ccccc21
  A: 3.5 | B: 14.0 | C: -4.9 | D: -4.1 | E: -4.7 | F: -1.2 | G: -3.8 | H: i | I: -0.1 | J: -3.6
> COc1ccc(N2CC(C(=O)N/N=C/c3ccccc3)CC2=O)cc1 (configuration not stated)
  A: 0.8 | B: 7.4 | C: -1.9 | D: 2.8 | E: 14.4 | F: -2.0 | G: -1.1 | H: i | I: 10.3 | J: -0.7
> CC(C)Oc1ccc(C(=O)Nc2ccc3c(c2)n(C)c(=O)n3C)cc1
  A: 0.7 | B: -0.8 | C: 5.8 | D: 1.7 | E: -9.5 | F: -0.2 | G: 0.8 | H: i | I: -4.4 | J: 0.3
> COc1ccc(CC(=O)OCC(=O)NCc2ccccc2Cl)cc1OC
  A: 1.2 | B: 2.5 | C: 1.3 | D: -2.3 | E: -9.2 | F: 0.1 | G: 1.6 | H: i | I: 1.4 | J: 0.0
> COC(=O)COc1ccc2occ(C(C)=O)c2c1
  A: 1.2 | B: 1.5 | C: -0.8 | D: 4.4 | E: -5.5 | F: -0.2 | G: 1.9 | H: i | I: -1.5 | J: -0.1
> CCN(CC)S(=O)(=O)c1ccc2c(c1)nc(SCc1nc3ccsc3c(=O)[nH]1)n2CC
  A: 0.8 | B: 0.2 | C: 17.5 | D: 10.8 | E: -0.3 | F: -0.9 | G: 0.0 | H: i | I: 1.9 | J: 0.1
> Cc1ccc(S(=O)(=O)N2C[C@H]3C(=O)C[C@@H](c4cccc(C)c4)N(S(=O)(=O)c4ccc(C)cc4)[C@H]3C[C@H]2c2ccccc2)cc1
  A: -0.9 | B: 2.2 | C: 3.7 | D: 12.3 | E: nt | F: -0.2 | G: 1.6 | H: i | I: -4.0 | J: 0.8
> O=S1(=O)CC(O)C(N2CCC(c3ccccc3)CC2)C1 (configuration not stated)
  A: -0.3 | B: 4.9 | C: -3.8 | D: 2.3 | E: 4.1 | F: -0.8 | G: -3.1 | H: i | I: -0.7 | J: -1.4
> O=C(COC(=O)c1ccc(S(=O)(=O)NCc2ccco2)cc1)Nc1ccccc1OC(F)F
  A: 2.0 | B: 2.4 | C: 2.1 | D: -1.7 | E: 8.1 | F: 0.0 | G: -0.1 | H: i | I: 5.7 | J: 0.7
> CCOc1ccccc1N/C=C(\C#N)c1nc2ccccc2n1C
  A: 1.9 | B: -0.5 | C: 2.7 | D: 0.9 | E: 2.2 | F: -0.1 | G: -1.3 | H: i | I: 7.6 | J: 2.0
> CNCCC(Oc1ccccc1OC)c1ccccc1 (configuration not stated)
  A: 1.1 | B: 0.8 | C: 1.6 | D: -1.4 | E: 1.3 | F: -0.2 | G: -1.1 | H: i | I: -2.2 | J: -2.4

Another view of 3 compounds above.
compound,MsrA inhibitor,CSN inh,SUMO1 PPI mod,NadD inh,Scp1 inh,Tb MetRS inh,STEP block,Rpn11 inh,DNMT1 inh,LMPTP block
OCCCNc1c2ccccc2nc2ccccc12,1.1,1.7,-31.2,-0.9,-4.4,-0.7,-0.8,i,66.8*,26.5
Cc1ccnc(NC(=O)c2ccc(Cl)c(NC(=O)c3ccccc3C)c2)c1,nt,-0.4,0.9,-0.8,-6.2,-0.8,-1.1,i,2.3,-0.2
CCOC(=O)c1cnc2ccc(OCC)cc2c1NCCN1CCOCC1,2.3,-29.7,-9.2,-0.4,-8.0,-0.1,-0.3,i,-2.0,1.7

Marked active in DNMT1 inh, among the entries above:
Codes: A = MsrA inhibitor; B = CSN inh; C = SUMO1 PPI mod; D = NadD inh; E = Scp1 inh; F = Tb MetRS inh; G = STEP block; H = Rpn11 inh; I = DNMT1 inh; J = LMPTP block
> OCCCNc1c2ccccc2nc2ccccc12
  A: 1.1 | B: 1.7 | C: -31.2 | D: -0.9 | E: -4.4 | F: -0.7 | G: -0.8 | H: i | I: 66.8* | J: 26.5
